Screening data deposited in PubChem BioAssay by several laboratories.
MC4R antagonist – antagonists of human melanocortin 4 receptor (MC4R); MC4R-expressing cells, MTII-stimulated cAMP, LANCE TR-FRET; inhibition, % at 6.5 µM; actives 0.48% (n = 360,000); AID 540295;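 active means inhibition above its plate's cutoff, the mean of tested wells on that plate plus 3 SD, cut at about 29% in these data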;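 further: 0% = Melanotan II alone and 100% = Melanotan II plus saturating MCL0020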
Target sequence (P32245 whole entry, looked up): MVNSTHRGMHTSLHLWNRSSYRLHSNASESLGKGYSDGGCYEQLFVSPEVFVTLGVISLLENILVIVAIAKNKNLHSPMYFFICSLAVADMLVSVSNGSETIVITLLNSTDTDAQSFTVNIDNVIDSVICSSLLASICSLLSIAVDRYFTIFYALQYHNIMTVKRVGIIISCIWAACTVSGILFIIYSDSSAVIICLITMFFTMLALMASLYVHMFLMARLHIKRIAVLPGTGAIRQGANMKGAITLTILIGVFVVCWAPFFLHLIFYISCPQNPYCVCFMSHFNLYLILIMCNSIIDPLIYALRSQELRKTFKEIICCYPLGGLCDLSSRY
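Material – human MC4R-expressing U2OS cells · Repeats – no replicates · Detection – TR-FRET with Eu-cAMP and labeled anti-cAMP, 671 nm · Times – compound 30 min, challenge 1 h, detection 1 h · Compound – single nominal compound dose of 6.5 µM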
Cardio protect – protects H9c2 cardiomyocytes from peroxide injury. H2O2 injury protection, ATPLite, 2 h. protection from H2O2 cell death, % at 20 µM. actives 0.63% (n = 360,000). AID 588492;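 active means compounds giving at least 50% protection of heart cells from peroxide-induced death in the single-dose screen, raw or plate-pattern-corrected value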;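 further: 0% = DMSO wells with peroxide and 100% = DMSO wells without peroxide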
Glyco luc inh – blocks N-linked glycosylation in D54 reporter cells; AID 588692; D54 ERlucT glycosylation luciferase reporter, 24 h; percent of 100 nM tunicamycin response; actives 0.23% (n = 360,000); reporter increase, % at 12.5 µM;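 active means mean luciferase reporter signal, scaled so untreated is 0 and the glycosylation-blocking control 100, at or above a set limit in every replicate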;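 further: luciferase carries N-glycosylation sites so blocking glycosylation raises the light; 0% = median of neutral control wells and 100% = median of 100 nM tunicamycin wells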
Exocytosis inh – blocks lytic granule exocytosis | TALL-104 LAMP-1 surface exposure, flow cytometry; cells stimulated with thapsigargin and PMA | inhibition, % at 10 µM | actives 0.66% (n = 360,000) | AID 651702;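 active means inhibition above about 55%, limit read from the data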
m5-HT2A agonist – activates the mouse 5-HT2A serotonin receptor; P35363; CHO-K1 mHTR2A beta-arrestin complementation, luminescence; percent of 30 µM serotonin response; activation, % at 7.6 µM; actives 0.66% (n = 360,000);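 active means activation above a run cutoff, the mean activation of all tested compounds plus 3 SD, cut at about 14% in these data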;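 further: 0% = plate median of compound wells and 100% = 30 µM serotonin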
Target sequence (P35363 whole entry, looked up): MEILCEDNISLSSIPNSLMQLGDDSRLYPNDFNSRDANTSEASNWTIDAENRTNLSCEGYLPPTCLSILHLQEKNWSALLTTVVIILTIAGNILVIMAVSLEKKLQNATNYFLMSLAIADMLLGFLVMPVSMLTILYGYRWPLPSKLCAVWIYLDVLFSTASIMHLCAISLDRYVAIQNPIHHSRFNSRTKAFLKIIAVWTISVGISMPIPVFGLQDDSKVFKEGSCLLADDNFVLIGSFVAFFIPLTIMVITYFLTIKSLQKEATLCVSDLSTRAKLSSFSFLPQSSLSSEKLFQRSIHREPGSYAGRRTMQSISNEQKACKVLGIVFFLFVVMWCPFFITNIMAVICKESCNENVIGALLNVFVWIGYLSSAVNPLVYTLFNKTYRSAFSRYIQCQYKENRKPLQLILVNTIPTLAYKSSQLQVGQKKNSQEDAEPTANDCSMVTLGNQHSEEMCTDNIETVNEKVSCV
ABHD5-PLIN5 inh – blocks binding of human ABHD5 to perilipin-5 | Q00G26+Q8WTS1 | Split G. princeps luciferase complementation, luminescence, 4 h | inhibition, % at 4 µM | actives 0.78% (n = 360,000) | AID 602281;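 active means inhibition above the mean inhibition across every tested compound plus 3 SD, cut at about 22% in these data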;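 further: 0% = DMSO only wells and the 100% control is not disclosed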
ABCB6 inh MLPCN – human ABCB6 transporter inhibition; Q9NP58; K562-ABCB6 porphyrin accumulation, flow cytometry, 1 h; active compounds read low; fluorescence ratio to DMSO, % at 10 µM; actives 0.19% (n = 360,000); AID 602162;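 active means fluorescence ratio to DMSO below 75%, the collection mean minus 3 SD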;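 further: signal is porphyrin accumulated inside mitochondria; 100% equals median channel fluorescence of DMSO control wells; lower ratio means ABCB6 inhibition with less porphyrin fluorescence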
hiPSC survival – enhancers of human iPSC single-cell survival; hiPSC single-cell survival, ATPlite luminescence; 100% = ROCK inhibitor wells, 0% = DMSO; survival enhancement, % at 20 µM; actives 0.044% (n = 360,000); in the data active means survival enhancement above about 18%;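 further: cells exposed to compounds for 16 hours before the ATP read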
MC4R ag barr – agonists of human melanocortin 4 receptor (MC4R) beta-arrestin; U2OS MC4R beta-arrestin complementation, luminescence; percent of melanotan II response, DMSO zero; activation, % at 8.9 µM; P32245; actives 0.98% (n = 360,000); AID 540308;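 active means activation above a per-plate cutoff, the mean activation of sample wells on that plate plus 3 SD, cut at about 8% in these data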
aDG glyco up – increases alpha dystroglycan glycosylation | Pro5-aDG cells, alpha-DG glycosylation AlphaScreen (IIH6); 0% Pro5, 100% B10-LARGE cell signal | activation, % at 10 µM | actives 0.22% (n = 360,000);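 active means activation of at least 8% versus controls, or a plate z-score of at least 8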;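 further: Pro5 are CHO cells carrying HIG-tagged alpha-DG that lacks glycosylation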
Numbers without * were called inactive. Outcome played no part in choosing rows; 4.5% or so of the library scored in one or more.

SMILES	MC4R antagonist	Cardio protect	Glyco luc inh	Exocytosis inh	m5-HT2A agonist	ABHD5-PLIN5 inh	ABCB6 inh MLPCN	hiPSC survival	MC4R ag barr	aDG glyco up
CC(OC(=O)c1cc(Cl)ccc1[N+](=O)[O-])C(=O)NC(C)c1ccc(F)cc1 (stereo unspecified)	-1.7	-4.7	-3.9	1.2	0.3	5.1	85.0	-1.5	-2.2	-0.1
COC(=O)c1ccc(C)c(NS(=O)(=O)c2ccc(OC)c(OC)c2)c1	11.3	8.7	-0.4	0.6	1.1	-1.6	97.0	-0.3	0.8	-0.2
CC(C)(C)[C@@H]1COC(=O)[C@@H](Cc2ccc(F)cc2)CC/C=C\C[C@@H](CC(=O)N(CCO)Cc2ccccc2)C(=O)N1	4.5	8.6	2.5	-4.5	2.6	-0.5	94.0	-3.3	2.0	0.2
Cc1ccc(CCNC(=O)CN2CCN(Cc3ccccc3F)C2=O)cc1	2.5	8.6	1.0	0.1	3.7	-0.8	95.0	-1.9	-0.9	0.2
CCc1cc(C(=O)c2ccc(OC)cc2)c(NC(=O)CC(C)(C)CC(=O)O)s1	8.3	0.5	0.5	5.5	3.3	3.8	97.0	1.4	-0.3	-0.1
CCOC(=O)c1c(NC(=O)Cn2nnc(-c3ccc(Cl)cc3)n2)sc(CC)c1C	1.6	-13.0	-2.0	-4.9	3.4	4.5	99.0	2.8	-1.0	0.2
Cn1cccc1CC(=O)N/N=C/c1ccc(Cl)c([N+](=O)[O-])c1	1.7	4.7	-1.5	-2.0	4.3	-7.9	94.0	1.6	0.4	0.4
COC(=O)c1ccccc1NN=Nc1ccccc1[N+](=O)[O-]	0.6	10.0	0.8	-4.3	-1.8	-0.2	95.0	3.1	-0.3	-0.2
CCNC(=O)Nc1ccc2c(c1)c(=O)n(C)n2CC=C(C)C	-8.2	-1.8	1.8	7.6	-0.5	-5.2	99.0	1.6	0.4	-0.1
CCc1nc2ccc(C(=O)NCCOc3ccc(OC)cc3)cn2c1N(C=O)Cc1ccc(OC)cc1	12.1	-4.0	-0.4	7.0	2.8	2.4	99.0	1.4	-2.0	0.7
O=C(/C=C/c1ccco1)c1ccc(NC(=O)C23CC4CC(CC(C4)C2)C3)cc1	9.4	-4.7	-3.0	3.3	-4.0	19.1	100.0	0.2	-1.9	0.3
Cc1cccc(C)c1NC(=O)CSc1nnnn1-c1ccc(C(=O)O)cc1	-4.1	6.0	2.5	4.0	-4.9	-1.5	109.0	-0.8	-1.6	-0.2
Cc1ccnc(N2CCC(C(=O)NNC(=O)c3ccccc3)CC2)n1	5.6	-3.8	1.7	-5.5	-2.6	0.6	95.0	-1.9	0.6	0.1
CC(Sc1nnc(-c2cccnc2)n1-c1ccccc1)C(=O)NCc1ccc2c(c1)OCO2 (stereo unspecified)	0.0	-1.0	2.2	-2.5	3.3	3.1	86.0	-0.7	-0.9	0.1
Cc1cccc(NC(=O)CN(C)C(=O)c2ccc(N3CCCCCC3)c([N+](=O)[O-])c2)c1C	12.9	-1.2	-1.9	8.0	-4.8	0.6	92.0	2.8	-0.2	0.0
CNC(=S)N/N=C/c1ccco1	15.0	2.1	0.7	-0.3	0.5	-4.9	103.0	1.0	-1.6	-0.1
CCc1nn(CC(=O)NCCCc2ccccc2)c(=O)c2cc3cc(F)ccc3n12	11.5	3.0	0.7	-1.8	-0.7	-3.7	106.0	0.0	-2.3	2.8
O=C(CN1C(=O)C(=O)N(C2CCCC2)C1=O)Nc1ccc(F)cc1F	4.6	5.5	-0.7	1.8	-2.3	6.4	97.0	-0.2	0.0	0.0
COc1cc(C(=O)Nc2ccccc2NC(=O)c2cc(OC)c(OC)c(OC)c2)cc(OC)c1OC	-19.1	13.1	5.6	-8.1	1.2	-4.8	101.0	1.1	-0.4	-0.1
CN(C)S(=O)(=O)c1ccc2nnn(O)c2c1	16.5	4.7	3.0	-2.8	-7.2	-1.7	103.0	1.2	0.1	0.1
COc1ccc(OC)c(CCNC(=O)c2ccc(CS(=O)(=O)c3ccc(Br)cc3)o2)c1	1.9	6.8	-1.6	-1.8	-6.6	2.5	95.0	-0.4	-2.3	-0.2
CC1(C)CC(=O)C=C(C(=O)N2CCCC(C(=O)c3cc(F)ccc3F)C2)O1 (stereo unspecified)	18.9	-2.8	-1.0	4.0	0.0	4.2	101.0	0.8	-1.8	0.4
COCc1cc(C)nc(SCc2ccc(Cl)cc2)c1C#N	-12.2	-11.8	-6.4	69.2*	-5.5	1.3	97.0	-0.8	-1.6	0.1
O=C(COC(=O)c1ccccc1SCC(=O)N1CCCC1)Nc1ccccc1OC(F)F	15.3	3.2	0.9	-7.8	-6.6	-14.9	96.0	0.7	-1.8	0.0
COc1cccc(NC(=S)N2CCC(N(C)CC3CCCO3)CC2)c1 (stereo unspecified)	11.6	8.4	-0.3	-4.1	-1.7	-2.7	96.0	7.5	1.6	0.0
O=C(Cc1ccc(NC(=O)C2CCCN(C(=O)CCc3ccccc3)C2)cc1)Nc1cccc(C(=O)N2CCCCC2)c1 (stereo unspecified)	19.4	-6.6	-2.3	0.0	-1.3	-4.3	103.0	2.9	0.2	0.1
O=c1c2ccccc2oc2cc(C#CC3(O)CCCCC3)ccc12	4.3	-21.2	-19.9	-6.9	4.7	-11.9	101.0	-2.8	3.1	-0.3
O=C(CN1CCOc2ccccc21)NCc1ccco1	1.2	11.0	-1.0	-0.9	-4.2	-0.5	99.0	1.8	-0.4	0.2
Cc1ccc(C(=O)N2CCCC(C(=O)c3ccc(Oc4ccccc4)cc3)C2)cn1 (stereo unspecified)	17.2	-15.0	-5.1	16.7	2.1	3.2	96.0	0.8	0.0	0.3
O=c1ccn2c(n1)SC(c1ccccc1)C2 (stereo unspecified)	6.5	-0.1	1.2	-5.5	10.6	8.3	99.0	3.1	1.3	-0.2

Shown as a markdown table: part of the list above.
| Structure | MC4R antagonist | Cardio protect | Glyco luc inh | Exocytosis inh | m5-HT2A agonist | ABHD5-PLIN5 inh | ABCB6 inh MLPCN | hiPSC survival | MC4R ag barr | aDG glyco up |
| --- | --- | --- | --- | --- | --- | --- | --- | --- | --- | --- |
| COC(=O)c1ccccc1NN=Nc1ccccc1[N+](=O)[O-] | 0.6 | 10.0 | 0.8 | -4.3 | -1.8 | -0.2 | 95.0 | 3.1 | -0.3 | -0.2 |
| CCNC(=O)Nc1ccc2c(c1)c(=O)n(C)n2CC=C(C)C | -8.2 | -1.8 | 1.8 | 7.6 | -0.5 | -5.2 | 99.0 | 1.6 | 0.4 | -0.1 |
| CCc1nc2ccc(C(=O)NCCOc3ccc(OC)cc3)cn2c1N(C=O)Cc1ccc(OC)cc1 | 12.1 | -4.0 | -0.4 | 7.0 | 2.8 | 2.4 | 99.0 | 1.4 | -2.0 | 0.7 |
| O=C(/C=C/c1ccco1)c1ccc(NC(=O)C23CC4CC(CC(C4)C2)C3)cc1 | 9.4 | -4.7 | -3.0 | 3.3 | -4.0 | 19.1 | 100.0 | 0.2 | -1.9 | 0.3 |
| Cc1cccc(C)c1NC(=O)CSc1nnnn1-c1ccc(C(=O)O)cc1 | -4.1 | 6.0 | 2.5 | 4.0 | -4.9 | -1.5 | 109.0 | -0.8 | -1.6 | -0.2 |

Additional records:
SMILES	MC4R antagonist	Cardio protect	Glyco luc inh	Exocytosis inh	m5-HT2A agonist	ABHD5-PLIN5 inh	ABCB6 inh MLPCN	hiPSC survival	MC4R ag barr	aDG glyco up
CC(NCc1cccnc1)c1ccccc1 (stereo unspecified)	-4.8	6.3	0.8	-4.7	6.5	4.0	104.0	-0.1	0.5	0.4
COc1ccc(/C=C2\SC(=S)N(N3CCOCC3)C2=O)c(OC)c1	1.6	13.5	1.5	-3.2	1.8	-5.5	95.0	1.2	1.0	-0.1
Cc1c(Cl)cccc1S(=O)(=O)N1CCC(C(=O)NNC(=O)C2CC2)CC1	2.0	-3.2	-0.5	0.9	5.0	2.4	99.0	-0.4	-2.8	-0.2
O=S(=O)(Nc1cc(S(=O)(=O)N2CCOCC2)ccc1N1CCOCC1)c1ccc2c(c1)OCCO2	-4.7	4.8	-0.1	-2.9	-3.8	-0.7	97.0	0.3	-1.3	-0.3
O=C(CSc1nnc(SCc2ccccc2)s1)NNC(=S)Nc1ccccc1	-2.0	-4.5	3.3	1.1	-3.3	-24.1	95.0	1.0	-5.0	0.1
COc1ccc(C2=CC(c3ccco3)n3ncnc3N2)cc1 (stereo unspecified)	0.9	26.5	-2.2	2.4	2.9	3.5	108.0	-0.1	0.1	0.1
Cc1cc(C)c2oc(-c3cccc(N)c3)nc2c1	-2.2	-9.0	-1.0	-17.0	2.8	-4.6	98.0	-1.0	0.1	0.2
CSc1nc2c(c(=O)n1-c1ccc(C)cc1)SCC2	-3.4	-1.5	-2.0	1.6	4.0	-0.2	104.0	-1.4	-1.7	0.2
CS(=O)(=O)N1CCN(Cc2ccc([N+](=O)[O-])cc2)CC1	0.7	-6.5	-0.5	-8.2	4.1	-8.0	98.0	-0.8	-2.8	0.3
COc1ccc(/C=N/NC(=O)CNC(=O)c2ccc(S(=O)(=O)N3CCCC3)cc2)c(OC)c1	-4.5	0.3	-1.6	6.6	-2.6	-0.3	103.0	-1.1	-0.4	-0.2
O=C1CC(/C=C/c2ccc(Cl)cc2)=Nc2ccccc2N1	7.9	-7.9	1.3	-0.4	-8.0	8.1	105.0	-0.3	-1.6	-0.2
C#CCCOC(=O)N1C2=NC(C(=O)OC)=C(C(=O)OC)[C@@H]3N(Cc4ccccc4)c4ccccc4[C@]23C[C@H]1C(=O)OC	-1.1	17.1	12.0	-9.9	1.6	-13.2	96.0	1.0	-1.3	0.2
CCOC(=O)COc1c(C(=O)OC)sc2ncccc12	-0.6	11.5	-1.2	0.3	-0.6	5.5	102.0	0.4	3.3	0.0
COc1cccc(N(CC(=O)NCCN2CCOCC2)S(=O)(=O)c2ccccc2)c1	-0.5	5.4	0.4	-0.5	-0.6	-0.8	98.0	0.3	-1.3	-0.2
O=C(COC(=O)c1cccs1)c1ccccc1	-2.8	-4.8	1.7	0.5	-6.0	0.2	98.0	-0.9	-3.1	0.1
O=C(NC12CC3CC(CC(C3)C1)C2)N1CCN(S(=O)(=O)c2ccc(Cl)cc2)CC1	14.2	-8.3	-1.6	-5.3	1.2	1.4	93.0	-0.7	1.0	1.2
CN(C(=O)COC(=O)/C=C/c1ccc(C(F)(F)F)cc1)C1CCS(=O)(=O)C1 (stereo unspecified)	-0.6	-6.0	2.6	-0.3	-5.4	-3.6	96.0	0.2	-1.5	0.1
O=C(CN1C(=O)c2ccccc2C1=O)OC(C(=O)c1ccc(Cl)cc1)c1ccccc1 (stereo unspecified)	8.8	1.1	0.0	1.0	-0.1	5.2	96.0	-2.1	-0.5	-0.1
CCCCC(=O)Nc1c(-c2ccc(OC)c(OC)c2)c(=O)c2ccccc2n1C	6.3	1.4	2.5	10.0	-4.0	-2.0	98.0	-0.5	-0.6	0.1
COc1ccc(CC(=O)NC(c2ccccc2)c2ccc(C)cc2)c(OC)c1 (stereo unspecified)	6.0	3.2	-5.6	-4.5	3.3	2.8	96.0	0.5	0.2	0.2
